CHRM5 PAM: positive allosteric modulators of human muscarinic M5 receptor; CHO-K1 hM5, Fluo-8 calcium, ACh EC20 PAM; 0% = ACh EC20, 100% = ACh EC100; P08912; 0.3% of 360,000 active; activation, % at 3 µM;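 active means activation above the run cutoff, the mean activation of all test compounds plus 3 SD, cut at about 18% in these data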
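system = human M5 receptor in CHO-K1 cells | compound = one concentration, 3 µM final (nominal) | schedule = Post-acetylcholine fluorescence recording 140 s | signal = Fluo-8 calcium dye fluorescence, kinetic read | benchmarks = low control EC20 acetylcholine (0%), high control EC100 acetylcholine (100%) | repeats = singlicate, one well per test compound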
CHRM1 PAM: potentiates human M1 receptor response to acetylcholine; CHO-K1 hM1, Fluo-8 calcium fluorescence, ACh EC20; 0% = ACh EC20, 100% = maximal ACh; activation, % at 3 µM; AID 588819; P11229; 0.088% of 360,000 active; in the data active means activation above about 19%, passing the limit was not always enough
Target sequence (P11229 whole entry, looked up): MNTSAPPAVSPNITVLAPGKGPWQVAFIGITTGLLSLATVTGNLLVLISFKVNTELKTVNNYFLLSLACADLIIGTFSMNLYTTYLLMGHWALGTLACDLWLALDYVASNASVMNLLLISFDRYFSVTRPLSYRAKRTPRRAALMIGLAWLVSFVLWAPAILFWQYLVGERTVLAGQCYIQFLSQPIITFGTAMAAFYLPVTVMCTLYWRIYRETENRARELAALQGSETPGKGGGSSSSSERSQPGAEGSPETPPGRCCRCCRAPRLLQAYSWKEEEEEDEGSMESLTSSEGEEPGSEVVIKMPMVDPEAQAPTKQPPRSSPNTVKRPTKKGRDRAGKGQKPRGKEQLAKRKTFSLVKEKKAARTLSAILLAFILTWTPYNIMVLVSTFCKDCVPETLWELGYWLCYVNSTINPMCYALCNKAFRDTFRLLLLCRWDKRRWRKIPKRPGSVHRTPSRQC
M4 ag: CHRM4 agonism in calcium assay; CHO-K1 hM4/Gqi5, Fluo-8 calcium fluorescence; vehicle 0%, full acetylcholine response 100%; activation, % at 3 µM; 0.14% of 360,000 active; AID 624127;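 active means activation above the run mean over all test wells plus 3 SD, cut at about 32% in these data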;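 further: peak over basal fluorescence ratio per well then scaled between controls; 0% = DMSO wells and 100% = acetylcholine at EC100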
Target sequence (P08173 whole entry, looked up): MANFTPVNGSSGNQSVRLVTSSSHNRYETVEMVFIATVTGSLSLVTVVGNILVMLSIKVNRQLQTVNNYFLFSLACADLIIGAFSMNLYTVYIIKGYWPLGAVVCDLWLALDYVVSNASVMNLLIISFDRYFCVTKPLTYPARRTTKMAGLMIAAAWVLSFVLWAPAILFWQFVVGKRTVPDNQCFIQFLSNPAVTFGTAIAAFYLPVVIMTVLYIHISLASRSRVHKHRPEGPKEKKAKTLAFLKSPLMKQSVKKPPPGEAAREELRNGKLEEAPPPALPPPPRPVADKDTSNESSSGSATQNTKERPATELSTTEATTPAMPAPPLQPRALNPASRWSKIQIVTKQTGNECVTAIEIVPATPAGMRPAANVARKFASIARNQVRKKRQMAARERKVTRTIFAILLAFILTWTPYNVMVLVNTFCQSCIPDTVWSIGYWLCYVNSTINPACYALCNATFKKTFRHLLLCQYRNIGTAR
M5 ag: CHRM5 agonism in calcium assay | P08912 | CHO-K1 hM5 cells, Fluo-8 calcium fluorescence; 0% DMSO wells, 100% maximal acetylcholine response | activation, % at 3 µM | 0.19% of 360,000 active | AID 624037;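 active means activation above the run's mean over test compounds plus 3 SD, cut at about 23% in these data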;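 further: signal is peak over basal fluorescence ratio across the kinetic read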
CRFR2-BP ag: CRF-BP/CRF-R2 complex agonism; activation, % at 13.2 µM; HEK293 CRF-R2/CRF-BP, calcium dye fluorescence (FLIPR); percent of saturating CRF peptide response; 0.46% of 350,000 active;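 active means activation of at least 50%, plus an integration ratio under a set limit after plate pattern correction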;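 further: plate controls were neutral control wells without compound for no effect and CRF at EC100 for full effect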
M5 antag: CHRM5 antagonism in calcium assay. CHO-hM5 cells, Fluo-8 calcium fluorescence, ACh EC80. AID 624040. 0.59% of 360,000 active. inhibition, % at 3 µM;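 active means inhibition above a per-plate cutoff, the mean of that plate's test compounds plus 3 SD, cut at about 27% in these data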;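 further: 0% = acetylcholine EC80 with DMSO and 100% = DMSO without agonist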
M4 antag: antagonists of human muscarinic M4 receptor (CHRM4) | CHO-hM4 cells, ACh EC80, Fluo-8 calcium fluorescence | AID 624125 | 0.73% of 360,000 active | inhibition, % at 3 µM;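 active means inhibition above its plate's cutoff, the mean inhibition of sample wells plus 3 SD, cut at about 27% in these data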;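 further: 0% = acetylcholine EC80 with DMSO and 100% = DMSO without agonist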
CRFBP-R2 block: antagonists of CRF-binding protein/CRF-R2 receptor complex; HEK293 CRF-R2/CRF-BP, CRF-induced calcium fluorescence; inhibition, % at 11.8 µM; 0.59% of 350,000 active;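 active means inhibition of the ligand-induced calcium signal above about 50% at the single tested concentration, limit read from the data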
CHRM4 PAM: positive allosteric modulators of human muscarinic M4 receptor. activation, % at 3 µM. CHO-K1 hM4/Gqi5, Fluo-8 calcium fluorescence, ACh EC20; 0% = ACh EC20, 100% = maximal ACh. P08173. AID 624126. 0.4% of 360,000 active;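 active means activation above its plate's cutoff, the mean activation of sample wells plus 3 SD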; further: some results filed as inactive read as strong as hits
* = called active by the depositor; nt = no result given.

| item | canonical_smiles | CHRM5 PAM | CHRM1 PAM | M4 ag | M5 ag | CRFR2-BP ag |
| --- | --- | --- | --- | --- | --- | --- |
| 1 | Cc1ccc(S(=O)(=O)CCC(=O)OCC(=O)Nc2cc(S(=O)(=O)N3CCOCC3)ccc2C)cc1 | -3.9 | -4.4 | 4.5 | -2.5 | 0.1 |
| 2 | Cc1ccc(OCC(=O)NN2C(=O)c3ccccc3C2=O)cc1 | -4.9 | 13.4 | -0.3 | 0.4 | -2.4 |
| 3 | COc1ccc(CN2CCC(CO)(CCOc3ccccc3)CC2)c(OC)c1C | -7.3 | -7.1 | 2.5 | -5.4 | -3.4 |
| 4 | CCOC(=O)C1CCCN(c2c(N3CCC(N4CCCCC4)CC3)c(=O)c2=O)C1 (stereo not given) | -1.3 | 4.3 | 1.4 | 1.4 | 2.9 |
| 5 | COc1ccc(N2C(=O)CSC2c2cccc(F)c2)c(OC)c1 (stereo not given) | -6.5 | 2.9 | 0.1 | -11.2 | 0.7 |
| 6 | O=C(CCCSc1nc2ccccc2c(=O)[nH]1)c1ccc(F)cc1 | 10.1 | 1.4 | 2.1 | -2.5 | 2.5 |
| 7 | Cc1cc(Br)ccc1SCC(=O)OCC(=O)NC(C)c1ccccc1 (stereo not given) | -2.1 | 1.6 | 1.8 | -4.8 | -6.0 |
| 8 | CC(C)C[C@@H](CN1CCC[C@@H]1CN1C(=S)NC[C@@H]1Cc1ccc(O)cc1)N1C[C@H](Cc2ccccc2)N(CCc2ccccc2)C1=S | -3.0 | 7.2 | 0.4 | -0.7 | nt |
| 9 | Cc1ccc(C(=O)NCCc2c[nH]c3ccccc23)s1 | -5.1 | 11.0 | 0.1 | -5.5 | -3.0 |
| 10 | NC(=O)COC(=O)/C=C/c1ccc(S(=O)(=O)N2CCCCCC2)cc1 | 1.9 | 11.0 | 2.2 | 3.5 | -0.9 |
| 11 | Cc1cccc(CC(=O)NCC(=O)NCc2cc(=O)n(C)c(=O)n2C)c1 | -7.7 | 6.7 | 0.7 | -5.7 | -0.6 |
| 12 | COc1ccc(CCN2CC(C(=O)N3CCCCCC3)CCC2=O)cc1 (stereo not given) | 1.6 | 6.5 | 1.0 | -3.7 | -0.4 |

| item | M5 antag | M4 antag | CRFBP-R2 block | CHRM4 PAM |
| --- | --- | --- | --- | --- |
| 1 | 2.0 | 2.6 | -5.3 | -7.2 |
| 2 | 4.9 | 3.2 | 0.7 | 2.2 |
| 3 | 9.6 | 1.4 | -6.5 | -4.8 |
| 4 | -6.3 | -18.5 | 8.2 | -0.8 |
| 5 | 2.1 | 0.6 | 1.9 | -3.2 |
| 6 | 7.7 | 3.0 | -5.5 | -3.7 |
| 7 | 9.9 | 4.9 | 3.3 | -1.8 |
| 8 | -11.0 | -33.2 | nt | 0.8 |
| 9 | 19.5 | -0.8 | -5.3 | -10.7 |
| 10 | -0.1 | -5.9 | -13.2 | 2.6 |
| 11 | 16.9 | 6.8 | -4.2 | -6.8 |
| 12 | -1.2 | -8.0 | 15.1 | 2.2 |

2 entries from above in another layout.
#1 Cc1ccc(S(=O)(=O)CCC(=O)OCC(=O)Nc2cc(S(=O)(=O)N3CCOCC3)ccc2C)cc1
#2 Cc1ccc(OCC(=O)NN2C(=O)c3ccccc3C2=O)cc1
Compound	1	2
CHRM5 PAM	-3.9	-4.9
CHRM1 PAM	-4.4	13.4
M4 ag	4.5	-0.3
M5 ag	-2.5	0.4
CRFR2-BP ag	0.1	-2.4
M5 antag	2.0	4.9
M4 antag	2.6	3.2
CRFBP-R2 block	-5.3	0.7
CHRM4 PAM	-7.2	2.2

Copied from above, entries 3 to 12
| item | canonical_smiles | CHRM5 PAM | CHRM1 PAM | M4 ag | M5 ag | CRFR2-BP ag |
| --- | --- | --- | --- | --- | --- | --- |
| 3 | COc1ccc(CN2CCC(CO)(CCOc3ccccc3)CC2)c(OC)c1C | -7.3 | -7.1 | 2.5 | -5.4 | -3.4 |
| 4 | CCOC(=O)C1CCCN(c2c(N3CCC(N4CCCCC4)CC3)c(=O)c2=O)C1 (stereo not given) | -1.3 | 4.3 | 1.4 | 1.4 | 2.9 |
| 5 | COc1ccc(N2C(=O)CSC2c2cccc(F)c2)c(OC)c1 (stereo not given) | -6.5 | 2.9 | 0.1 | -11.2 | 0.7 |
| 6 | O=C(CCCSc1nc2ccccc2c(=O)[nH]1)c1ccc(F)cc1 | 10.1 | 1.4 | 2.1 | -2.5 | 2.5 |
| 7 | Cc1cc(Br)ccc1SCC(=O)OCC(=O)NC(C)c1ccccc1 (stereo not given) | -2.1 | 1.6 | 1.8 | -4.8 | -6.0 |
| 8 | CC(C)C[C@@H](CN1CCC[C@@H]1CN1C(=S)NC[C@@H]1Cc1ccc(O)cc1)N1C[C@H](Cc2ccccc2)N(CCc2ccccc2)C1=S | -3.0 | 7.2 | 0.4 | -0.7 | nt |
| 9 | Cc1ccc(C(=O)NCCc2c[nH]c3ccccc23)s1 | -5.1 | 11.0 | 0.1 | -5.5 | -3.0 |
| 10 | NC(=O)COC(=O)/C=C/c1ccc(S(=O)(=O)N2CCCCCC2)cc1 | 1.9 | 11.0 | 2.2 | 3.5 | -0.9 |
| 11 | Cc1cccc(CC(=O)NCC(=O)NCc2cc(=O)n(C)c(=O)n2C)c1 | -7.7 | 6.7 | 0.7 | -5.7 | -0.6 |
| 12 | COc1ccc(CCN2CC(C(=O)N3CCCCCC3)CCC2=O)cc1 (stereo not given) | 1.6 | 6.5 | 1.0 | -3.7 | -0.4 |

| item | M5 antag | M4 antag | CRFBP-R2 block | CHRM4 PAM |
| --- | --- | --- | --- | --- |
| 3 | 9.6 | 1.4 | -6.5 | -4.8 |
| 4 | -6.3 | -18.5 | 8.2 | -0.8 |
| 5 | 2.1 | 0.6 | 1.9 | -3.2 |
| 6 | 7.7 | 3.0 | -5.5 | -3.7 |
| 7 | 9.9 | 4.9 | 3.3 | -1.8 |
| 8 | -11.0 | -33.2 | nt | 0.8 |
| 9 | 19.5 | -0.8 | -5.3 | -10.7 |
| 10 | -0.1 | -5.9 | -13.2 | 2.6 |
| 11 | 16.9 | 6.8 | -4.2 | -6.8 |
| 12 | -1.2 | -8.0 | 15.1 | 2.2 |

Additional entries follow.
| item | canonical_smiles | CHRM5 PAM | CHRM1 PAM | M4 ag | M5 ag | CRFR2-BP ag |
| --- | --- | --- | --- | --- | --- | --- |
| 13 | COc1cc(/C=N\NC(=O)c2c(C)nc3cc(C)ccn23)ccc1O | 3.5 | 10.8 | 0.6 | -0.3 | -7.1 |
| 14 | CN1CCN(NS(=O)(=O)c2ccc(Cl)cc2)CC1 | -3.3 | -18.1 | 0.6 | -9.0 | 0.0 |
| 15 | CC(=O)Nc1c(C)ccc(CNC(=O)COc2ccc(F)cc2)c1C | -3.4 | 7.7 | 0.3 | -3.0 | -0.2 |
| 16 | COc1cc(/C=C/C(=O)c2ccc(C)cc2)ccc1OCC#N | -5.4 | 2.6 | -0.9 | -6.2 | -0.1 |
| 17 | COC(=O)C1=C(C)NC(C)=C(C(=O)OC)C1c1ccccn1 | -3.8 | -7.3 | -0.7 | 2.3 | 0.3 |
| 18 | CCC(=O)NC(c1ccc(C)cc1)c1cc(Cl)c2cccnc2c1O (stereo not given) | 5.2 | 12.5 | 3.2 | 2.2 | 0.7 |
| 19 | CCCCN(C(=O)CSc1c(C)c(C)cc(C)c1C)c1c(N)n(CCC)c(=O)[nH]c1=O | -2.1 | -0.4 | -0.5 | 0.5 | -0.7 |
| 20 | Cc1cc(=O)oc(C)c1C(=O)OCC(=O)c1ccc(Cl)cc1 | -3.8 | -7.9 | 6.3 | -4.0 | 0.5 |
| 21 | CN1CC[C@@]2([C@@]34CCN(C)C3Nc3ccccc34)c3ccccc3NC12 (stereo not given in full) | -2.7 | -2.9 | 0.2 | 1.5 | 0.7 |
| 22 | Cc1cc([N+](=O)[O-])ccc1NC(=O)C[n+]1ccc(N(C)C)cc1 | 1.4 | -12.6 | 0.4 | -5.2 | 0.2 |
| 23 | N/C(=N\OC(=O)c1cccc(F)c1)c1ccccn1 | -0.6 | 6.5 | 0.3 | -2.0 | -2.4 |
| 24 | O=C(c1ccccc1F)N1CCN(S(=O)(=O)c2ccc(Br)cc2)CC1 | -9.1 | -2.8 | 1.9 | -0.7 | -0.3 |

| item | M5 antag | M4 antag | CRFBP-R2 block | CHRM4 PAM |
| --- | --- | --- | --- | --- |
| 13 | -1.9 | -0.6 | -5.1 | 2.3 |
| 14 | 11.0 | -3.8 | 7.1 | -5.8 |
| 15 | 6.4 | 4.8 | 7.8 | -4.4 |
| 16 | -2.1 | 6.4 | -6.6 | -12.2 |
| 17 | 2.5 | 3.4 | -1.5 | -1.6 |
| 18 | 5.8 | -6.5 | 34.1 | 5.7 |
| 19 | 4.7 | 4.8 | -2.3 | 2.0 |
| 20 | 4.7 | 2.5 | -12.7 | 2.6 |
| 21 | 3.7 | 6.1 | -2.5 | -4.1 |
| 22 | -6.3 | 9.5 | -3.2 | -4.1 |
| 23 | 4.2 | 3.6 | -5.2 | -1.7 |
| 24 | 14.2 | 3.2 | 7.2 | -1.3 |

More records:
| item | canonical_smiles | CHRM5 PAM | CHRM1 PAM | M4 ag | M5 ag | CRFR2-BP ag |
| --- | --- | --- | --- | --- | --- | --- |
| 25 | Cc1ccc(S(=O)(=O)N(C)C)cc1NC(=S)N1CCN(Cc2ccc3c(c2)OCO3)CC1 | -4.4 | 2.1 | 2.4 | -5.0 | -0.1 |
| 26 | Cc1cccc(C(=O)NC2CCN(CC(=O)N3CCOCC3)CC2)c1 | 2.8 | 1.5 | 1.2 | -6.5 | 1.2 |
| 27 | OC(c1ccc(Cl)c(Cl)c1)c1ncc(-c2ccccc2C(F)(F)F)[nH]1 (stereo not given) | -4.3 | -5.2 | 5.1 | -0.5 | nt |
| 28 | Cc1ccc(C(=O)N2CCN(c3ccc([N+](=O)[O-])c(NCc4cccnc4)c3)CC2)cc1 | -15.3 | -6.5 | 6.5 | -4.8 | -2.7 |

| item | M5 antag | M4 antag | CRFBP-R2 block | CHRM4 PAM |
| --- | --- | --- | --- | --- |
| 25 | -1.1 | 4.8 | 5.3 | -8.7 |
| 26 | 2.6 | 4.1 | -3.5 | -1.5 |
| 27 | 2.4 | 1.4 | nt | -4.4 |
| 28 | 8.8 | -14.0 | 3.8 | 4.0 |

Screens from PubChem.

Not a hit list. About 2.6% of those tested had a hit in this group.
